Assay outcomes as filed in PubChem.
RECQ1 helicase: blocks DNA unwinding by human RECQ1; P46063; RECQ1 DNA unwinding, red fluorescence kinetic read; Potency, µM (highest dose often 57.3 µM), without a hit: at the highest dose activity, negative = inhibition, most hits filed as inhibitors; hit rate 0.54% among 240,000; AID 2549;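 note: plate controls were vehicle for no effect and no enzyme for full effect; nearly all actives have a fitted effect of over 30% in size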
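50 nM RECQ1T1 preincubated 15 min with compound in Tris pH 8.0 buffer with MgCl2, DTT, Tween-20 and 2.5 ug/ml poly(dI-dC); started with 200 nM TAMRA/BHQ-2 forked duplex and 2 mM ATP. Unwinding read as fluorescence (525/598 nm), two reads 2 h apart.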
SMN2 splice up: enhancers of SMN2 splice variant expression; HEK293 SMN2-luciferase splicing reporter, luminescence, 30-36 h; Potency, µM (series often up to 46.1 µM), for inactives: at the highest dose activity change, positive = activation, hits mostly activators; hit rate 2.8% among 210,000; note: % of control where 0% means no effect; nearly all actives have a fitted effect of over 55% in size
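HEK293 cells carry an SMN2 minigene-luciferase reporter in which exon 7 inclusion puts luciferase in frame. Cells were seeded at 2000 cells/well, attached for 10-12 hours, then exposed to compounds for 30-36 hours at 37C before ONE-Glo luminescence.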
Tau ThT inhib: blocks human tau fibril formation measured by thioflavin T | P10636 | recombinant tau K18 P301L (four-repeat tau fragment), heparin-induced fibrillization, ThT fluorescence | hit rate 2.1% among 270,000 | Potency, µM (doses to about 57.4 µM), without a hit: at the top dose activity, negative = inhibition, actives largely listed as inhibitors; note: % is set by controls: 0 for no effect and ±100 for the full control effect; nearly all actives have a fitted effect of over 55% in size
Target sequence (P10636 561-689 P618L limits assumed): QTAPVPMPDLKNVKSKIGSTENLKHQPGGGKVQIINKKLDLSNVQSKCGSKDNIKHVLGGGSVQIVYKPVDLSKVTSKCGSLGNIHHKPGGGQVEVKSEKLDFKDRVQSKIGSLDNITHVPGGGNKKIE
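Recombinant human tau K18 fragment […] carrying P301L, 15 uM unlabeled plus 0.24 uM Alexa 594-labeled, was fibrillized with 20 uM heparin in 100 mM sodium acetate pH 7 for 6 hr at 37 C; 30 uM ThT fluorescence read after 1 hr.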
ALDH1A1 inh: inhibitors of human aldehyde dehydrogenase 1A1; Potency, µM (highest dose often 75.3 µM), inactives show at the highest dose activity, negative = inhibition, actives largely listed as inhibitors; Purified ALDH1A1, NADH fluorescence, propionaldehyde substrate; hit rate 7.3% among 220,000; active = well fitted inhibition curve with a large enough effect, not every such curve was filed as active; inconclusive = small, poorly fitted or top-dose-only effect, or another doubt; inactive = no such curve, though single readings can be large or run the other way;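 note: plate controls were no enzyme wells and a reference inhibitor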
Target sequence (P00352 whole entry, looked up): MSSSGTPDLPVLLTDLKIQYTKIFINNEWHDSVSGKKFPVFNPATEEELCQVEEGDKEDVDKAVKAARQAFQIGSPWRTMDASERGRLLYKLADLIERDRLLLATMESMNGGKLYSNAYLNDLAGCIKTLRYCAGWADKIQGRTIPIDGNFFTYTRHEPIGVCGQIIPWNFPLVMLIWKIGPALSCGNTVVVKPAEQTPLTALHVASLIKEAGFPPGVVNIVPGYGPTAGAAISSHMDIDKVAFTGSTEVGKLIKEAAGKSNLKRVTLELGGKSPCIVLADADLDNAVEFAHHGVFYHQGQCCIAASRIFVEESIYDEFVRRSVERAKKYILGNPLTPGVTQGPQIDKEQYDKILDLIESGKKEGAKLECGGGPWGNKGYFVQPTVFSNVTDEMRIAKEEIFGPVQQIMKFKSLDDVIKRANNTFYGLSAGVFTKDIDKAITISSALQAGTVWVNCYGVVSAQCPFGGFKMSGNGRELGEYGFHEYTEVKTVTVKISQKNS
L3MBTL1 inh: inhibitors of human L3MBTL1 | Potency, µM (series often up to 57.1 µM), for inactives: at the top dose activity, negative = inhibition, usual class: inhibitors | Q9Y468 | hit rate 0.66% among 230,000 | AlphaScreen L3MBTL1–H3K9me1 peptide binding; note: % is set by controls: 0 for no effect and ±100 for the full control effect; nearly all actives have a fitted effect of over 60% in size
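Read-out is AlphaScreen signal from streptavidin donor and nickel chelate acceptor beads (10 ug/mL final each) bridging L3MBTL1 (50 nM) and biotinylated K9-monomethylated H3(1-15) peptide (75 nM), after 30 min compound exposure at room temperature.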
KDM4E inh: JMJD2E (human) inhibition | B2RXH2 | JMJD2E catalytic domain, FDH-coupled NADH fluorescence (FDH is formaldehyde dehydrogenase) | Potency, µM (highest dose often 57.1 µM), for inactives: top-dose activity change, negative = inhibition, most hits filed as inhibitors | hit rate 1.6% among 230,000; active = well fitted inhibition curve with a large enough effect, not every such curve was filed as active; inconclusive = small, poorly fitted or top-dose-only effect, or another doubt; inactive = no such curve, though single readings can be large or run the other way;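 note: 0% = wells with enzyme and -100% = buffer wells without enzyme; nearly all actives have a fitted effect of over 50% in size; many of its hits are not listed in these tables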
Target sequence (B2RXH2 1-337 limits assumed): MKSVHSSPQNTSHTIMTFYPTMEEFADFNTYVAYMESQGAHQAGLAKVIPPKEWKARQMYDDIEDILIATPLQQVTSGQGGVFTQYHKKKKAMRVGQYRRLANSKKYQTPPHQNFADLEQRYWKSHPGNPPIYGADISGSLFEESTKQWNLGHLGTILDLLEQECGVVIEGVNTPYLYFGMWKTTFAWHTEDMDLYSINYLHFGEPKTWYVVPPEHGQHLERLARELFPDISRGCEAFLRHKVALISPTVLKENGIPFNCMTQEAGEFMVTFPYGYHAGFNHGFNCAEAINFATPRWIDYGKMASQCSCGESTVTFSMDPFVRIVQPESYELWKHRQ
LMNA splice mod: LMNA splicing modulation; HeLa LMNA splicing GFP/RFP minigene ratio, 48 h; Potency, µM (series often up to 46.1 µM), inactives show at the highest dose ratio change, negative = inhibition, hits mostly inhibitors; hit rate 0.01% among 200,000; active = well fitted inhibition curve with a large enough effect in the signal ratio, with a control signal flat, not every such curve was filed as active; inconclusive = small, poorly fitted or top-dose-only effect, or effect the other way, or a change in a side signal; the % refers to the signal ratio; note: % is set by controls: 0 for no effect and ±100 for the full control effect
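Read-out is the ratio of GFP to DsRed2 object intensity, acquired by 488 nm laser-scanning cytometry on HeLa lamin A-EGFP minigene reporter cells. Compound incubation 48 hrs at 37 °C in Opti-MEM with 2% FBS; DMSO 0.5% final.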
Luc counter: Kinase-Glo luciferase inhibition (counter-screen). Q27757. AID 1379. Kinase-Glo luciferase, ATP luminescence, 8 min. Potency, µM (doses to about 38.3 µM), for inactives: at the top dose activity change, negative = inhibition, most hits filed as inhibitors. hit rate 0.28% among 200,000; note: % is set by controls: 0 for no effect and ±100 for the full control effect; nearly all actives have a fitted effect of over 60% in size
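Compound is pinned into ATP-containing buffer (10 uM ATP, imidazole pH 7.2, 7 mM MgCl2). Kinase-Glo luciferase reagent is then added. Light output is recorded following an 8-min room-temperature incubation.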
Active calls of the source: *; i = inactive; ? = inconclusive; · = no result given; & = joins results of further samples; [ ] = dose if it differs, or a comment. Unless noted, calls come from the whole dose curve; as a rule, active = well fitted curve in the direction sought with a large enough effect; inconclusive = small, poorly fitted or top-dose-only effect, or another doubt; inactive = no such curve, though single readings can be large; an effect the other way counts as inactive or inconclusive. Potency is the fitted concentration of half-maximal effect. A portion of the library; count on the stated rates, not on these rows.

Every second line gives: RECQ1 helicase | SMN2 splice up | Tau ThT inhib | ALDH1A1 inh | L3MBTL1 inh | KDM4E inh | LMNA splice mod | Luc counter
(1) Cc1ccc(NC(=O)CSC(C)C(=O)NCCc2ccccn2)cc1 (configuration not stated)
    i | 5% | 1% | 5% | -2% | 3% | 9%[46 µM] | 1%
(2) Cc1cccnc1NC(=O)c1csnn1
    -4% | · | -5% | · | 5% | 2% | · | ·
(3) O=C(NNS(=O)(=O)c1ccc(C(=O)NC2CCCC2)cc1)c1ccncc1
    -2% | -4% | 1% | 2.8µM* | 19% | -6% | -2%[9.22 µM] | 3%
(4) O=c1[nH]n2c(-c3ccccc3)nc(O)c2c2ccccc12
    ? | · | -1% | ? | 9% | -3% | · | ·
(5) CCOC(=O)c1ccccc1-n1nnnc1C
    -7% | · | -8% | · | 4% | 6% | · | ·
(6) CN1C(=O)CS/C1=N\NC(=O)COc1cccc2cccnc12
    -1% | · | 10µM* | -3% | -18% | 10% | · | 0%
(7) Cc1ccc(N(CC(=O)Nc2cc(Cl)ccc2Oc2ccccc2)S(C)(=O)=O)c(C)c1
    -14% | 8% | -14% | 11% | · | 1% | 7% | 18%
(8) Cc1ccc(NC(=O)COC(=O)C2CC2C)c(S(=O)(=O)N2CCCCC2)c1 (configuration not stated)
    -8% | -2% | -4% | -3% | -8% | 2% | ? | -2%
(9) COc1ccc2nc(NC(=O)c3cccc(OCc4c(C)noc4C)c3)sc2c1
    -7% | -23% | -6% | ? | 3% | ? | ? | -9%
(10) CCOC(=O)c1cc2c(=O)n3cc(C)ccc3nc2n(Cc2cccnc2)c1=N
    -1% | -1% | -5% | ? | -1% | ? | 1% | -4%
(11) O=c1cc(CN2CCN(c3ccc(F)cc3)CC2)c2cc3c(cc2o1)CCCC3
    -2% | -11% | -6% | ? | -2% | -6% | 15% | -8%
(12) CCOc1ccc(OCCOCCN2CCOCC2)cc1
    -2% | -11% | -18% | -9% | · | ? | 4% | 16%
(13) COc1ccc(C(=O)CSc2nnc(-c3ccco3)o2)cc1
    i | 1% | -17% | -15% | -3% | 7% | 11%[46 µM] | 0%
(14) CCOc1ccc(C(=O)CSCC(=O)O)cc1
    -1% | 13% | -5% | ? | 18% | -7% | · | 3%
(15) C=C1c2cccc(C(F)(F)F)c2O[C@H](C(=O)OCC)[C@@H]1CCC(C)C
    -12%[81.1 µM] | · | 3%[81.4 µM] | -7% | · | · | · | -1%[39.9 µM]
(16) COC(=O)c1ccc(NC(=S)Nc2cccc(C)n2)cc1
    i | 10% | 1% | -15% | 7% | 2% | ? | 1%
(17) O=C(CCN1C(=O)/C(=C/c2cccc(Br)c2)SC1=S)NNC(=O)c1cccnc1
    -5% | 25% | -14% | 10% | 1% | 6% | 1% | -1%
(18) Cc1ccc(CN(Cc2ccco2)C(=S)NCC(=O)NCc2cccnc2)cc1
    -12% | -33%[inhibitor] | -18% | ? | · | -1% | · | -1%
(19) O=C1NCCN1c1ncc([N+](=O)[O-])s1
    -2%[25.9 µM] | -34%[inhibitor][20.6 µM] | · | 0%[20.9 µM] | 13% | -2%[25.5 µM] | -15% | 2%[17.1 µM]
(20) CCOc1ccccc1CN1CCN(Cc2cccc3c2OCO3)CC1CCO (configuration not stated)
    1% | · | -12% | 1% | 8% | -1% | · | -3%

The closing 2 records of the part above lead into the next:
Every second line gives: RECQ1 helicase | SMN2 splice up | Tau ThT inhib | ALDH1A1 inh | L3MBTL1 inh | KDM4E inh | LMNA splice mod | Luc counter
(19) O=C1NCCN1c1ncc([N+](=O)[O-])s1
    -2%[25.9 µM] | -34%[inhibitor][20.6 µM] | · | 0%[20.9 µM] | 13% | -2%[25.5 µM] | -15% | 2%[17.1 µM]
(20) CCOc1ccccc1CN1CCN(Cc2cccc3c2OCO3)CC1CCO (configuration not stated)
    1% | · | -12% | 1% | 8% | -1% | · | -3%
(21) C=C(C)C1CC=C(CN2CCC(O)CC2)CC1 (configuration not stated)
    -9% | -3% | -15% | 8% | · | -5% | 9% | -5%
(22) Nc1nc(NCc2ccco2)nc(N2CCOCC2)c1[N+](=O)[O-]
    1% | · | -10% | · | 1% | -6% | · | ·
(23) CN1CCN([C@@H](c2ccccc2)c2ccc(Cl)cc2)CC1
    -3%[25.9 µM] | -12%[20.6 µM] | · | 5%[20.9 µM] | · | 5%[25.5 µM] | -30% | 3%[17.1 µM]
(24) CC1(C)CC(NC(=S)NCc2ccc3c(c2)OCO3)CC(C)(C)N1
    i | 11% | -2% | -2% | -2% | ? | ? | 0%
(25) CC(=O)Nc1ccc(/C(C)=N/NC(=O)c2ccccc2Cl)cc1
    i | 7% | ? | -7% | -6% | 22% | 6% | 3%
(26) Cc1c(C)c2c(c(C)c1O)CCC(C)(CN1CCN(c3cc(N4CCCC4)nc(N4CCCC4)n3)CC1)O2 (configuration not stated)
    6% | -22% | ? | -5% | · | -24% | ? | -3%
(27) O=C(CCC1CCCC1)NCc1cccs1
    i | 1% | -3% | -12% | 4% | 4% | 10% | -1%
(28) CCCCSc1nc2c(cnn2-c2ccc(C)c(C)c2)c(=O)[nH]1
    -19% | -3% | -9% | 112%[activator] | · | -4% | 2% | -1%
(29) CN(C)C(=O)N1CCC(C(=O)NC2CCCCCCC2)CC1
    -5% | -9% | -1% | -10% | 5% | 2% | -6% | -2%
(30) O=C(Nc1ccn(Cc2ccccc2)n1)c1n[nH]c([N+](=O)[O-])c1Cl
    11% | 3.2µM* | ? | -1% | 9% | -7% | -14% | -5%
(31) COc1ccc(C2CC3(CC(C)(C)NC(=S)N3)Oc3cc(O)cc(C)c32)cc1OC (configuration not stated)
    i | -17% | 0% | -1% | · | -7% | 8%[9.22 µM] | 0%
(32) O=C(NCCc1c[nH]c2ccccc12)C(=O)NCC1OCCN1S(=O)(=O)c1ccccc1 (configuration not stated)
    -10% | -12% | ? | -1% | · | 6% | · | 1%
(33) O=C(O)CSc1nnc(CNc2ccc(Cl)cc2)n1Cc1ccccc1
    i | 19% | -8% | 5% | · | ? | 0% | -4%
(34) CS(=O)(=O)N1CCC[C@@]2(CCN(C(=O)Nc3cccc(C#N)c3)C2)C1
    -11% | -7% | · | 7% | · | · | · | -1%
(35) COc1ccc(C2C(C(C)=O)=C(O)C(=O)N2CCCn2ccnc2)cc1OC (configuration not stated)
    -2% | 7% | -8% | -3% | 1% | -1% | 5% | -2%
(36) COc1ccc(-c2c(N)n[nH]c2C)cc1OC
    1% | · | -6% | ? | 1% | ? | 5%[46 µM] | 0%
(37) Cc1cc(C)n2nc(SCc3nnc(SCc4ccccc4Cl)s3)nc2n1
    -7% | -56%[inhibitor] | -13% | 8% | -1% | -7% | -6% | 4%
(38) CS(=O)(=O)N(CC(=O)N1CCN(Cc2ccc3c(c2)OCO3)CC1)Cc1ccc(Cl)cc1
    -9% | -48%[inhibitor] | -13% | 3% | · | 1% | ? | 4%
(39) Cc1ccccc1OCC(=O)Nc1ccc(S(=O)(=O)Nc2ccccn2)cc1
    0% | 2% | -10% | ? | 6% | ? | -13% | -1%
(40) Cc1csc(NC(=O)c2cc3c(s2)CCC3)n1
    9% | 0.79µM* | -21% | ? | -8% | -5% | ? | ?

Continued:
cpd	compound	RECQ1 helicase	SMN2 splice up	Tau ThT inhib	ALDH1A1 inh	L3MBTL1 inh	KDM4E inh	LMNA splice mod	Luc counter
41	O=C(/C=C/c1cn(-c2ccccc2)nc1-c1ccc2c(c1)OCCO2)NCCO	-9%	19%	1%	?	·	?	-6%[46 µM]	7%
42	COc1cc2nc(C3CCC3)n(NC(=O)COc3ccccc3)c(=O)c2cc1OC	0%	-22%	-5%	-6%	9%	?	9%	-3%
43	CCNC(=S)N/N=C/c1cccs1	i	1%	-12%	-9%	·	-3%	-2%	-3%
44	Cc1ccc(Nc2cc(=O)n(C3CCCCC3)c(=O)[nH]2)cc1C	-8%	-30%	14%	1µM*	-1%	-1%	?	-2%
45	O=c1cnnc(N/N=C/c2c[nH]c3ccccc23)[nH]1	0%	-2%	?	-12%	·	-2%	·	-2%
46	OCCNc1cnc2ccccc2n1	-1%	27%	3%	?	·	?	·	3%
47	O=C(CC1OC(=O)c2ccccc21)c1ccco1 (configuration not stated)	-3%	-3%	-7%	?	-16%	-4%	-12%	-1%
48	O=C(Nc1nnc(C2CCCCC2)s1)c1ccco1	-11%	?	-2%	1%	2%	0%	5%	-3%
49	Cc1nonc1NC(=O)OC1CCCCC1	-3%	?	-2%	4%	-2%	8%	9%	-6%
50	O=c1oc2cc(O)ccc2c2c1CCCC2	i	4%	-2%	?	4%	?	-7%	1%
51	COc1ccc(-n2c(CNC(=O)c3cc(OC)c(OC)c(OC)c3)n[nH]c2=S)cc1	-12%	-2%	0%	-6%	1%	-12%	4%	-1%
52	COc1ccc(-c2coc3cc(O)ccc3c2=O)cc1	0%&-7%	11µM*	?	-2%	·	?	·	-7%&-7%

Copied from above for reference:
cpd	compound	RECQ1 helicase	SMN2 splice up	Tau ThT inhib	ALDH1A1 inh	L3MBTL1 inh	KDM4E inh	LMNA splice mod	Luc counter
48	O=C(Nc1nnc(C2CCCCC2)s1)c1ccco1	-11%	?	-2%	1%	2%	0%	5%	-3%
49	Cc1nonc1NC(=O)OC1CCCCC1	-3%	?	-2%	4%	-2%	8%	9%	-6%
